From PubChem
HTR5A inv ag: HTR5A inverse agonists in luminescence cell assay, primary screen, counter-screen for OPRM1-OPRD1 heterodimer inverse agonist project, full-deck HTS; 5-hydroxytryptamine receptor 5A (Homo sapiens), P47898; HTR5A cell line, inverse agonism; inhibition, % at 9.3 µM; hit rate 0.083% among 340,000; AID 504634, 2011; in the data active means inhibition mostly above about 23%, no sharp cut-off; inactive means mostly below about 18%;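 further: 0% = cells with DMSO and 100% = no-cell wells with DMSO; some compounds called inactive have numbers as strong as hits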
Target sequence (P47898 whole entry, looked up): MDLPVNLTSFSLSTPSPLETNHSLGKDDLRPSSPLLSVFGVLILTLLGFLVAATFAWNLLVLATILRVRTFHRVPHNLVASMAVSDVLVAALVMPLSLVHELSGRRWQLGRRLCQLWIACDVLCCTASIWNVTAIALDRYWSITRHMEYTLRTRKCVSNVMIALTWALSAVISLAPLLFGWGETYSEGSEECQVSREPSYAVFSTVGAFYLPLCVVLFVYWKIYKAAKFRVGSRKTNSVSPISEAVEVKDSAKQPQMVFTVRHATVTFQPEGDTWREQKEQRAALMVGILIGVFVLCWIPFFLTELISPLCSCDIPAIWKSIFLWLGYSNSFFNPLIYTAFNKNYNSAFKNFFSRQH
DAGLB inh: DAGLB lipase inhibitors, primary screen, biochemical, fluorescence, HTS. Diacylglycerol lipase-beta (Homo sapiens), Q8NCG7. HEK293T DAGLB membrane lysate, EnzChek fluorogenic substrate. inhibition, % at 5.17 µM. hit rate 0.059% among 340,000. AID 504411, 2011; in the data active means inhibition above about 34%;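 further: 0% = enzyme with vehicle and 100% = wells lacking enzyme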
Target sequence (Q8NCG7 whole entry, looked up): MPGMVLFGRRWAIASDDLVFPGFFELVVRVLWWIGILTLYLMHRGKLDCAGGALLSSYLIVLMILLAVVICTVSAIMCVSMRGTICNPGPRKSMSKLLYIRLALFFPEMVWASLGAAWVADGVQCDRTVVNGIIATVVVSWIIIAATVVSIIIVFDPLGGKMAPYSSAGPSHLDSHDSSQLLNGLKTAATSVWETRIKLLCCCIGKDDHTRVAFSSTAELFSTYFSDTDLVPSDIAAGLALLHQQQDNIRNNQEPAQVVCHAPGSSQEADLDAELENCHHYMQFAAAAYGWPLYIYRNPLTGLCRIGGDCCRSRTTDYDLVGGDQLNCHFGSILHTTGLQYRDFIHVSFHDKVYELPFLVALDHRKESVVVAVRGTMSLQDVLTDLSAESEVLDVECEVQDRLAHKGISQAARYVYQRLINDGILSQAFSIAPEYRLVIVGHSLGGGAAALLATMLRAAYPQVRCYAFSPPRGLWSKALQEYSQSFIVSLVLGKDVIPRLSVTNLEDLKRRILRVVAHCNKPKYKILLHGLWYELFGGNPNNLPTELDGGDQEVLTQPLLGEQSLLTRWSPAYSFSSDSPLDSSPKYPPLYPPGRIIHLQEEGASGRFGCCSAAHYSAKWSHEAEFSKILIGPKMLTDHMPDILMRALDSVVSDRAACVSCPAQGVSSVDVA
phage Ecoli inh: growth loss of phage-infected E. coli, primary screen, RecBCD inhibitor project, absorbance, with phage, HTS | inhibition, % at 11.9 µM | hit rate 0.26% among 360,000 | AID 651602, 2012; in the data active means inhibition above about 11%
HTR5A ag ctr: HTR5A agonists in luminescence cell assay, primary screen, counter-screen for OPRM1-OPRD1 heterodimer agonist project, full-deck HTS. 5-hydroxytryptamine receptor 5A (Homo sapiens), P47898. cell-based. activation, % at 9.3 µM. hit rate 0.61% among 340,000. AID 504692, 2011; in the data active means activation mostly above about 9.5%, no sharp cut-off; inactive means mostly below about 7.6%;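 further: 0% = cells with vehicle only and 100% = reference agonist; strong numbers were not always called active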
CDK5 inh: inhibitors of human CDK5/p35 kinase, primary screen, biochemical, single concentration. Cyclin-dependent kinase 5 (Homo sapiens) + Cyclin-dependent kinase 5 activator 1 (Homo …. Recombinant CDK5/p35, ADP-Glo luminescence, 60 min. inhibition, % at 10 µM. hit rate 0.01% among 330,000;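 active means highest replicate inhibition of at least 50% and at least 75% of replicates reaching 50%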;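 further: plate controls were DMSO neutral control for no effect and GW8510 at 10 µM for full effect; many of its hits are not listed in these tables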
PKA-R1A act: activators of PKA-R1A holoenzyme, primary screen, biochemical, fluorescence polarization, Cy5-IP20, bovine R1A, mouse PKAc; activation, % at 11.4 µM; hit rate 0.083% among 340,000; PKA-R1A dissociation; scaled: DMSO 0%, 113 µM cGMP 100%; AID 504707, 2011; cAMP-dependent protein kinase type I-alpha regulatory subunit (Bos taurus) + …;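 active means percent activation above the mean of all tested compounds plus 3 SD, cut at about 19% in these data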;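 further: higher means more PKAc released from R1A so a rise in polarization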
SUMO Mot1 rescue: yeast Mot1-301 growth rescue at high temperature, primary screen, SUMOylation pathway inhibitor project, S. cerevisiae, ATP luminescence, 38.5C. S. cerevisiae Mot1-301 growth rescue; percent above DMSO median, 100 means doubled. growth rescue, % at 18.8 µM. hit rate 1% among 320,000. AID 2716, 2010;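 active means every valid replicate shows activation above 250% relative to neutral control wells; inactive means the rest, any valid replicate at or below 250%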;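 further: OY570 slx delta 5 strain wells were the positive control but not used for scaling; some compounds called inactive have numbers as strong as hits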
E coli growth: E. coli V3065 growth inhibition, primary screen, counter-screen for AddAB inhibitor project, absorbance, OD600; 18 h; inhibition, % at 11.9 µM; hit rate 0.27% among 330,000;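 active means inhibition above the campaign's mean inhibition across all tested compounds plus 3 SD, cut at about 9.9% in these data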;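 further: uninfected addAB+ strain grown without phage in ampicillin broth; 0% = DMSO wells and 100% = ciprofloxacin 0.95 µg/ml wells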
AddAB inh: growth inhibition of E. coli expressing H. pylori AddAB, primary screen, AddAB inhibitor project, absorbance | hit rate 0.29% among 330,000 | inhibition, % at 11.9 µM | AID 435030, 2010; in the data active means inhibition above about 12%;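 further: 0% = vehicle wells of infected cells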
Tat transport: E. coli Tat export inhibitors, primary screen, MC4100, TorA-mCherry reporter, fluorescence, single point; inhibition, % at 10 µM; hit rate 0.036% among 340,000;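 active means mean replicate inhibition at least 50% and at least half of replicates individually reaching 50%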;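 further: exported cargo escapes ClpAP degradation while cytoplasmic cargo is degraded and loses fluorescence; 0% = median of neutral control wells and 100% = median of NaSCN control wells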
PKA-R2B activ: activators of PKA-R2B holoenzyme, primary screen, biochemical, fluorescence polarization, Cy5-IP20, human | activation, % at 11.4 µM | cAMP-dependent protein kinase catalytic subunit beta (Homo sapiens) + cAMP-dependent … | PKA-R2B holoenzyme dissociation; R2B truncated from residue 108, S112A mutant; 0% DMSO only, 100% 113 µM cGMP | hit rate 0.079% among 340,000;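 active means activation above a cutoff set at the mean over all compounds plus 3 SD, cut at about 18% in these data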;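 further: higher means more holoenzyme dissociation and a rise in polarization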
* hit, by the source's call; . = no result given. Rows were taken by chance. About 2.3% of those tested had a hit in this group.

compound	DAGLB inh	HTR5A inv ag	AddAB inh	PKA-R1A act	E coli growth	PKA-R2B activ	phage Ecoli inh	HTR5A ag ctr	SUMO Mot1 rescue	CDK5 inh	Tat transport
CC1=C(C(=O)OCC(C)C)C(c2ccsc2)NC(=O)N1 (stereo unspecified)	0	-7	-0.3	2	0.8	-13	3.9	2	-19	-0.6	-4
CCc1ccc(C(=O)C(C)OC(=O)CN2C(=O)NC3(CCCC3)C2=O)cc1 (stereo unspecified)	-3	7	.	-12	.	-10	1.4	5	.	0.5	-11
COc1ccccc1NC(=S)NC12CN3CN(CN(C3)C1)C2	0	-4	3.1	3	1.5	0	3.2	1	5	-0.7	1
CCN(CC)C(=O)CSC1=Nc2ccccc2C2=NC(c3ccccc3)C(=O)N12 (stereo unspecified)	2	3	-1.6	3	-3.9	3	3.7	-3	-10	-6.9	-5
CCn1c(Cc2cccc3ccccc23)nnc1SCC(=O)Nc1nccs1	5	4	1.1	-8	-3.2	-5	1.1	3	14	0.4	8
CCOC(=O)C1CCCN(c2nc3c(C)cccn3c(=O)c2/C=C(\C#N)C(=O)NCc2ccco2)C1 (stereo unspecified)	1	-13	-1.1	-9	-0.3	-3	-3.0	10	2	-0.3	1
O=C(O)c1ccc(NC(=O)C2(c3ccccc3)CCOCC2)cc1	-3	-15	2.8	-15	1.0	-5	2.6	1	1	0.6	-2
COc1ccc(CCNC(=O)CSCc2ccc(C)cc2)cc1OC	0	-12	2.8	7	0.5	10	1.0	5	2	-0.2	3
Cc1cccc(C(=O)NCC(=O)OCc2nnc(-c3ccccc3)o2)c1	3	9	-1.4	-6	1.8	8	3.7	4	3	0.8	11
Cc1ccc(N2CC(O)Cn3c2nc2c3c(=O)[nH]c(=O)n2C)cc1 (stereo unspecified)	-3	-14	0.1	-3	0.1	2	1.9	4	-3	-1.2	-4
O=C(NCc1ccc2c(c1)OCO2)c1ccc(Br)cc1	-2	12	1.0	11	-1.0	-5	3.2	-3	11	1.3	0
CC1(C)Cc2ccccc2-c2nc(CN3CCOCC3)[nH]c(=O)c21	2	5	4.3	6	-1.8	1	0.2	-2	-17	-0.9	9
CCN1C(=O)[C@H]2[C@@H](c3ccc(-c4ccc(Cl)c(Cl)c4)cc3)N[C@@](C)(C(=O)OC)[C@H]2C1=O	-2	4	2.3	1	-2.6	-10	-0.9	-2	-8	0.9	9
CCC(CC)C(=O)Nc1cc(C(=O)OC)ccc1C(=O)OC	-10	15	4.0	4	-1.0	-5	3.4	3	1	-1.3	-2
CC(C)CC(c1nnnn1C(C)C)N1CCN(c2cccc(Cl)c2)CC1 (stereo unspecified)	-8	1	0.2	-3	-1.9	10	0.6	0	24	-0.7	12
COc1ccc(C2c3ccc(O)cc3Oc3ncn(CCN4CCOCC4)c(=N)c32)cc1OC (stereo unspecified)	-2	0	1.8	-10	0.8	-11	1.7	2	2	0.8	-7
CCn1cc(CN(C)C(=O)CSc2nc(-c3ccco3)cc(C(F)(F)F)n2)c(C)n1	0	-1	-1.4	-14	-1.4	-7	-0.7	7	.	1.4	11
O=C(C1COc2ccccc2O1)N1CCc2ccccc2C1 (stereo unspecified)	-15	9	1.4	10	0.7	6	2.6	-3	-8	-2.0	-1
COc1ccc(OC)c(N=Cc2c(O)c3ccccc3oc2=O)c1	-1	4	1.2	-6	-4.7	0	1.6	-1	4	1.9	5
CCCCn1c(CCC(=O)O)nc2cc(S(=O)(=O)N(CC)CC)ccc21	0	-8	0.0	-15	-0.3	11	1.4	3	-15	-1.2	-2
O=C(N/N=C/c1cc([N+](=O)[O-])ccc1O)/C(=C\c1cccs1)NC(=O)c1ccccc1	8	16	2.6	-1	-1.3	2	6.5	-6	2	-0.7	1
COc1ccccc1CNC(=O)COc1ccccc1C(=O)c1cnn(-c2ccccc2)c1	-2	9	-0.9	-4	-1.1	-5	-0.9	-4	16	-1.8	7
CCOC(=O)C1CCN(S(=O)(=O)c2ccc(OCC(=O)OC)cc2)CC1	2	-5	2.1	-18	-1.4	-8	0.5	0	-18	0.5	9
O=C(c1ccccc1-c1ncc[nH]1)N1CCCC(Nc2ccc(F)cc2)C1 (stereo unspecified)	1	10	0.6	0	0.9	0	1.6	-2	7	0.6	-4
O=C(Nc1cccc(S(=O)(=O)NC2=NCCC2)c1)c1cc(-c2ccccn2)nc2ccccc12	-1	6	-1.1	-8	-1.5	-3	4.2	-1	356	1.9	2
COc1ccccc1N1CCN(C(=O)CCCN2C(=O)c3cccc4cccc(c34)C2=O)CC1	-4	-2	3.6	-19	-0.5	-4	0.1	1	-3	-2.9	30
CN(Cc1cccc(Cl)c1Cl)C(=O)c1cccc(S(=O)(=O)N2CCN(Cc3ccccc3)CC2)c1	-7	-3	0.6	5	-0.5	-7	2.9	8	-6	0.5	17
COc1ccc(NC(=S)NC(=O)/C=C/c2ccco2)c(OC)c1	-2	0	0.6	2	-0.1	-2	-0.9	0	-10	0.3	6
O=c1[nH]c(C2CCN(S(=O)(=O)c3cccc([N+](=O)[O-])c3)CC2)nc2c1nnn2Cc1ccccc1	3	6	0.8	-5	-3.4	-2	2.9	-2	-7	-0.7	2
Cc1cc(OC(C)C(=O)NCc2cccnc2)c2c(C)c(C)c(=O)oc2c1 (stereo unspecified)	1	7	1.5	1	-0.8	7	3.1	5	9	0.2	0
O=c1[nH]c2c(oc3ccccc32)c(=O)n1Cc1ccccc1	2	-14	.	5	.	3	0.8	4	9	0.8	-4
CC(NS(=O)(=O)c1ccc(F)cc1)C(c1cccs1)N1CCOCC1 (stereo unspecified)	-2	-4	1.3	-4	-0.4	-11	3.1	1	4	0.2	9
CCCCCN(C(=O)CCC(=O)OC(C)C(=O)c1ccc(CC)cc1)c1c(N)n(CCCC)c(=O)[nH]c1=O (stereo unspecified)	3	12	.	-9	.	-12	2.1	0	.	0.5	-6
O=C(/C=C/c1ccc(F)cc1)NCc1ccco1	0	-6	-0.3	-4	-1.4	-18	3.1	2	3	3.4	1
CCn1c(C(O)c2ccc(C)cc2)nc2ccccc21 (stereo unspecified)	-3	3	-0.8	11	-4.3	9	-1.5	3	16	-2.2	5
COc1ccc(/C=N/NC(=O)C2CC2)c(OC)c1OC	4	0	0.3	-15	-0.2	-1	-1.8	2	-2	0.3	3
Cc1cccc(NC(=O)c2sc3nc4c(c(-c5ccco5)c3c2N)CCC4)c1	2	13	0.6	-5	-2.9	-7	4.0	5	-13	-0.7	0
COc1ccc([N+](=O)[O-])cc1NC(=O)CS(=O)(=O)c1ccc(C)cc1	-1	-3	-2.0	3	-2.7	-6	1.5	-1	8	0.4	-4
COc1ccc(CC(=O)Oc2ccc(C(C)C)cc2)cc1S(=O)(=O)N1CCOCC1	4	7	-1.5	-11	-1.8	-5	2.2	6	-4	0.2	2
CC(C)CC(=O)NC1(C(F)(F)F)NC(=O)N(c2ccccc2)C1=O (stereo unspecified)	-2	-12	-2.0	-6	-4.1	0	0.3	4	-14	0.4	-6
C[C@@H]1CN(C(=O)c2ccc(OC3CCN(S(=O)(=O)N(C)C)CC3)cc2)C[C@H](C)O1	1	16	5.9	4	-0.2	-4	1.4	1	7	0.1	-3
O=c1c(-c2ccnn2-c2ccccc2F)cnc2n1CCS2	-1	-10	-0.7	-2	-2.1	4	3.7	-2	1	0.1	-3
Cn1cc(S(=O)(=O)N2CCOCC2)cc1C(=O)NCc1ccc(Cl)cc1	2	-26	-1.8	-1	4.0	0	2.5	9	57	0.4	6
O=C(CSc1nnc(Cn2cnc3ccccc32)o1)c1ccccc1	1	-20	1.9	-4	-0.5	9	3.4	7	733	-1.4	1
CCCC[C@@H]1CCCO[C@@](C(=O)NCc2ccc(C)o2)(C(F)(F)F)C1	-9	-11	2.4	-6	-1.4	-4	3.2	4	-2	0.9	-17
COc1cccc(/C=C/C(=O)OCC(=O)Nc2ccc(S(=O)(=O)N3CCCC3)cc2)c1	-3	0	1.7	0	-0.1	3	2.1	5	-10	0.8	-6
COCc1nnc(NC(=O)c2ccc(S(=O)(=O)N(C)c3ccccc3)cc2)o1	3	-3	0.8	-12	-3.4	-3	2.1	1	-2	0.3	-3
O=C(Nc1ccc2nc3n(c(=O)c2c1)CCCC3)c1cncc(Br)c1	-1	-18	3.9	13	-1.8	-5	0.6	6	130	-0.2	-1
COc1ccc([N+](=O)[O-])cc1NC(=O)Cn1ccc(C(F)(F)F)n1	-2	12	1.1	-8	2.2	-10	1.1	-5	10	-0.2	-7
Cc1ccc(CCNC(=O)C2CC(c3ccccc3C(F)(F)F)=NO2)cc1 (stereo unspecified)	-4	-13	-0.3	15	1.5	4	-1.1	3	-7	-0.4	15
CCNC(=O)CC1C(=O)N(c2ccc(OC)cc2)C(=S)N1CCc1ccncc1 (stereo unspecified)	1	11	-1.2	-6	-1.6	5	.	-5	3	1.7	5
CCC(C)(C)NC(=O)CN(C(=O)C(=O)Nc1ccc2c(c1)OCCO2)C(C)(C)CC	-1	-4	4.3	-7	0.4	-1	0.7	4	8	1.0	-3
Cc1csc(NC(=O)CSCC(=O)Nc2ccccc2)n1	-4	28	3.6	3	0.6	3	-0.9	3	28	-0.5	10
CCOc1ccc(S(=O)(=O)NCCC(=O)NCCOc2ccccc2)cc1	1	-11	-2.0	14	-0.7	-9	2.1	4	-11	0.3	2
CCN(CC)N=Nc1ccc(S(=O)(=O)Nc2c(C)n(C)n(-c3ccccc3)c2=O)cc1	0	10	4.7	0	2.2	4	1.7	-3	-6	1.3	0
COc1cccc(CN2CCN(CC(=O)NCCc3ccccc3)CC2)c1	-1	-7	4.2	-10	-0.9	-4	4.9	3	18	-0.9	-11
